# TGFb SMAD3 inh: qHTS for Inhibitors of TGF-b; Potency, µM (doses to about 46.1 µM), inactives show at the highest dose activity, negative = inhibition, most hits filed as inhibitors; actives 1.2% (n = 410,000); HepG2 CAGA-GFP TGF-b/SMAD3 reporter, GFP fluorescence, 18 h; TGF-beta stimulated, 500 pg/mL final; AID 588855, 2011; further: potency means the concentration at half of the fitted maximal effect; on the % scale 0 is the no-effect control and ±100 the full control effect; nearly all actives have a fitted effect of over 65% in size
#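 HEPG2 CAGA-GFP cells (1000/well, DMEM with 1% FBS) were pre-incubated 2 h at 37 degrees C, given compound by pin tool, then stimulated with TGF-beta at 500 pg/mL final for 18 h before per-cell GFP fluorescence imaging.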
# S2 tox: Viability Counterscreen for Primary qHTS for Inhibitors of ATXN expression; S2 cells (HEK-293 line with an ATXN2-luciferase reporter) viability, CellTiter-Fluor protease fluorescence, 24 h; Potency, µM (doses to about 56.7 µM), usual class: cytotoxic; actives 0.49% (n = 400,000); further: potency means the concentration at half of the fitted maximal effect; nearly all actives have a fitted effect of over 40% in size
# ATXN2 expr inh: Primary qHTS for Inhibitors of ATXN expression; HEK-293 ATXN2-luciferase reporter, luminescence, 24 h; Potency, µM (doses to about 57 µM), inactives show at the highest dose activity change, negative = inhibition, most hits filed as inhibitors; actives 0.72% (n = 360,000); further: potency means the concentration at half of the fitted maximal effect; on the % scale 0 is the no-effect control and ±100 the full control effect; nearly all actives have a fitted effect of over 55% in size
#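 qHTS (up to 57 uM final) was run with 24 h compound exposure of reporter cells at 37 °C. Each well was multiplexed: SteadyGlo luminescence measured ATXN2-luciferase expression after a fluorogenic Gly-Phe-AFC viability readout (25 uM final).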
# IL2 activator: qHTS of IL-2 Activators. activation, % (series mostly up to about 46 µM). actives 0.065% (n = 360,000). IL-2 activation reporter assay, cell-based qHTS; stimulated with anti-CD3/CD4/CD28 beads; in transgenic mouse T cells; in the data active means activation above about 50%; inconclusive means mostly about 30% to 49%; further: 0% is about no effect
#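 Using fluorescent plate cytometry, EGFP and DsRed are detected in transgenic mouse T cells stimulated 18 h at 37 degrees C with antibody-coated beads after 60 min compound pretreatment.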
# EPAC2 ag: qHTS for Agonist of cAMP-regulated guanine nucleotide exchange factor 4 (EPAC2): primary screen; Rap guanine nucleotide exchange factor 4 (Homo sapiens), Q8WZA2; EPAC2 activation, biochemical qHTS; response scale: 100% = 6.5 mM cAMP response; Potency, µM (highest dose often 154 µM), without a hit: at the highest dose activation, hits mostly activators; actives 0.079% (n = 360,000); further: potency means the concentration at half of the fitted maximal effect; nearly all actives have a fitted effect of over 50% in size
# Target sequence (Q8WZA2 whole entry, looked up): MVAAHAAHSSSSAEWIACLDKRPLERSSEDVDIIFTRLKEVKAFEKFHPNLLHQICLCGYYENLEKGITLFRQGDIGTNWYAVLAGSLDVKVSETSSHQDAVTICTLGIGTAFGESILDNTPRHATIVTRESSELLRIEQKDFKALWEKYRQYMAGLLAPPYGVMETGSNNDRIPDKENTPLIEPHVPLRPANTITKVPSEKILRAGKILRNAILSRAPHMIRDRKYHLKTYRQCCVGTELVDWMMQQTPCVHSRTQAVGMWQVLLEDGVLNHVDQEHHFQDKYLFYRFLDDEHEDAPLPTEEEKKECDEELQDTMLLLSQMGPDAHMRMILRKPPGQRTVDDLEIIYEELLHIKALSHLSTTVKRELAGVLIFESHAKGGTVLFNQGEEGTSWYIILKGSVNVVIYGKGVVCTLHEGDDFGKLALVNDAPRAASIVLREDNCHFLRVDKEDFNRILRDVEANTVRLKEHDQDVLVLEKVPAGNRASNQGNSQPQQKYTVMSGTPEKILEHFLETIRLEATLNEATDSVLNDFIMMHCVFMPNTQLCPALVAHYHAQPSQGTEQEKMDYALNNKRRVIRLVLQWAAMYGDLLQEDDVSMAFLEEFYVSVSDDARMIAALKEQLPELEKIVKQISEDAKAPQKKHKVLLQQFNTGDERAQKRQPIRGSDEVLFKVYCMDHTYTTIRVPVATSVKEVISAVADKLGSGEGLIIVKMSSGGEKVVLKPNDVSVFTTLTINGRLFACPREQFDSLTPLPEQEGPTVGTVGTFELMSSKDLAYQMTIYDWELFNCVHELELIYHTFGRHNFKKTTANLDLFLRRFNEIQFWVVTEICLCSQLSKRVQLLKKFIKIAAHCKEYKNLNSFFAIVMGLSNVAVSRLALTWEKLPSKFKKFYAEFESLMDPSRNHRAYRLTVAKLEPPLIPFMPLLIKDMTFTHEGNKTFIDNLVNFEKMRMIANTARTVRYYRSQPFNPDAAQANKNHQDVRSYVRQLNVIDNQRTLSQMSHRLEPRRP
#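 EPAC2 (100 nM) mixed with Rap1B loaded with BODIPY-GDP (250 nM) plus 50 uM unlabeled GDP; compounds pinned in, 5 min RT, then read every 5 min for 30 min (ex 480, em 540 nm). Normalized to cAMP control.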
# A549 viability: Nrf2 qHTS screen for inhibitors: counterscreen for cytotoxicity | A549 ARE-Fluc cells, CellTiter-Fluor viability, 18-24 h | Potency, µM (highest dose often 46 µM), inactives show top-dose activity change, negative = cytotoxicity, hits mostly inhibitors | actives 0.16% (n = 390,000) | AID 504648, 2011; further: potency means the concentration at half of the fitted maximal effect; on the % scale 0 is the no-effect control and ±100 the full control effect
#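 A549 ARE_Fluc cells in 5% FBS OPTI-MEM were exposed to compounds in concentration-response for 18-24 h at 37 deg C. Viability was read by CellTiter-Fluor fluorescence (Ex 405/Em 525) after 30 min, before the luciferase read.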
# HepG2 viability: qHTS for Inhibitors of TGF-b: Cytotox Counterscreen; HepG2 CAGA-GFP viability, ATP luminescence, 18 h; Potency, µM (titrated, usually from 46.1 µM), for the others: at the highest dose activity change, negative = cytotoxicity, actives largely listed as cytotoxic; actives 0.76% (n = 410,000); AID 588856, 2011; further: potency means the concentration at half of the fitted maximal effect; some results filed as inactive show a strong effect at the top dose
#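 CellTiter-Glo luminescence gave cytotoxicity after 18 hours at 37 degrees C. The cells were HepG2 CAGA-GFP in 1% FBS DMEM, stimulated with 500 pg/mL TGF-beta after compound addition. %Activity was normalised to no-cell wells (complete cell-killing) and DMSO (no toxicity), and curves were fitted and classified.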
# Nrf2 activator: qHTS of Nrf2 Activators; actives 0.31% (n = 410,000); Potency, µM (top dose mostly 46.1 µM), for inactives: at the highest dose activation, usual class: activators; AREc32 ARE-luciferase reporter (MCF7-derived line), luminescence, 24 h; further: potency means the concentration at half of the fitted maximal effect; % of control where 0% means no effect; nearly all actives have a fitted effect of over 65% in size
#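 Luciferase luminescence (Steady-Glo, 30 min at room temperature) served as the read-out of ARE activation in AREc32 cells treated with compounds for 24 hr at 37 deg C.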
# Nrf2 inh: Nrf2 qHTS screen for inhibitors; A549 ARE-Fluc reporter, luciferase luminescence, 18-24 h; Potency, µM (highest dose often 46 µM), for the others: at the top dose activity change, negative = inhibition, actives largely listed as inhibitors; actives 2.1% (n = 360,000); further: potency means the concentration at half of the fitted maximal effect; on the % scale 0 is the no-effect control and ±100 the full control effect; nearly all actives have a fitted effect of over 60% in size
#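 Reporter: ARE-Fluc in A549. Exposure: 18-24 h, 37 °C, 5% CO2, 5% FBS OPTI-MEM. Readouts: fluorescent cytotoxicity (CellTiter-Fluor), then luminescent Nrf2 signal after BugLite.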
# An asterisk follows results filed as active; i = inactive; ? = inconclusive; nt = no result given; [ ] = another dose, or the depositor's remark. Unless noted, the call rests on the fitted dose curve; in most records, active means well fitted curve in the direction sought with a large enough effect; inconclusive means small, poorly fitted or top-dose-only effect, or another doubt; inactive means no such curve, though single readings can be large; an effect the other way counts as inactive or inconclusive.
[1] CC(C)C1Cc2c(C#N)c(N)sc(=S)c2CO1 (stereo not given)
[2] O=C(OCCOCCN=C1NS(=O)(=O)c2ccccc21)C1CC(=O)N(c2ccccc2)C1 (stereo not given)
[3] CC(=O)Nc1ccc(S(=O)(=O)NNC(=O)CCC(=O)Nc2cc(C)ccc2C)cc1
[4] Cc1ccc2nc(NC(=O)CSCC(=O)OCC(=O)c3ccc(Br)cc3)sc2c1
[5] CCOc1ccc(/C=C/c2nc(C#N)c(NCCCOC)o2)cc1
[6] CC(=O)c1cnc2cc(-c3ccccc3)nn2c1C
[7] COc1ccc(S(=O)(=O)Nc2cc(C)c(O)c(S(=O)(=O)c3ccccc3)c2)cc1
[8] COc1cc(O)c2c(=O)c3c(O[C@H]4O[C@@H](CO)[C@H](O)[C@@H](O)[C@@H]4O)ccc(O)c3oc2c1
screen / no.	1	2	3	4	5	6	7	8
TGFb SMAD3 inh	?	0%	-11%	-1%	12%	1%	-1%	-3%
S2 tox	?	i	i	i	nt	i	i	i
ATXN2 expr inh	3%	1%	7%	5.6µM*	-15%	31%[activator]	-2%	7%
IL2 activator	-0.4	0.3	3.9	0.5	-0.3	-0.1	-0.9	-0.4
EPAC2 ag	12%	3%	9%	6%	2%	4%	-7%	6%
A549 viability	?	2%	-12%	-4%	-6%	1%	-3%	-3%
HepG2 viability	0%	4%	7%	-19%	-2%	1%	0%	-1%
Nrf2 activator	0.5%	-1.1%	-0.9%	-3.2%	0.8%	7.0%	-0.8%	4.7%
Nrf2 inh	-16%	-3%	9%	18µM*	-28%	?	5%	0%

# Reprinted, compounds 6–8
[6] CC(=O)c1cnc2cc(-c3ccccc3)nn2c1C
[7] COc1ccc(S(=O)(=O)Nc2cc(C)c(O)c(S(=O)(=O)c3ccccc3)c2)cc1
[8] COc1cc(O)c2c(=O)c3c(O[C@H]4O[C@@H](CO)[C@H](O)[C@@H](O)[C@@H]4O)ccc(O)c3oc2c1
screen / no.	6	7	8
TGFb SMAD3 inh	1%	-1%	-3%
S2 tox	i	i	i
ATXN2 expr inh	31%[activator]	-2%	7%
IL2 activator	-0.1	-0.9	-0.4
EPAC2 ag	4%	-7%	6%
A549 viability	1%	-3%	-3%
HepG2 viability	1%	0%	-1%
Nrf2 activator	7.0%	-0.8%	4.7%
Nrf2 inh	?	5%	0%

# (list continues)
[9] CCOC(=O)c1ccc(NC(=O)c2cc(OC)c(OC)c(OC)c2Br)cc1
[10] O=C(c1ccncc1)N1CCN(c2cccc(C(F)(F)F)c2)CC1
[11] CCc1ccc2[nH]c3nc(N/N=C/c4cccc(O)c4)nnc3c2c1
[12] CCOC(=O)C1=C(c2ccccc2)ON(C)C1c1ccccc1 (stereo not given)
[13] COc1ccc(N2C(=O)/C(=C/c3ccc([N+](=O)[O-])cc3)N=C2C)cc1
[14] CCn1cc(C(=O)NCCCN(C)C)c(=O)c2cc(F)c(N3CCN(C)CC3)cc21
[15] O=C(c1ccccc1)c1ncc[nH]1
[16] CN(C)/C=C\C(=C/C(=O)C(F)(F)F)Nc1ccccc1Oc1ccccc1
screen / no.	9	10	11	12	13	14	15	16
TGFb SMAD3 inh	-20%	8%	22%	-13%	?	7%	-14%	?
S2 tox	i	i	?	i	i	i	i	i
ATXN2 expr inh	-20%	-8%	0%	-2%	-23%	-4%	-22%	-23%
IL2 activator	-1.4	0.0	2.8	0.4	0.9	-2.3	0.6	-2.1
EPAC2 ag	13%	0%	6%	3%	6%	6%	-3%	10%
A549 viability	1%	-1%	-1%	9%	0%	-12%	3%	4%
HepG2 viability	-16%	-7%	1%	-22%	4%	-4%	-15%	-19%
Nrf2 activator	-0.3%	-0.4%	3.5%	-0.2%	0.0%	0.5%	0.5%	0.2%
Nrf2 inh	14%	2%	2%	8%	4%	-5%	18%	-11%

[17] C=CCc1ccc(OCC(O)CN2CCCCC2C)c(OC)c1 (stereo not given)
[18] Clc1ccc(CSc2snnc2-c2ccccc2)cc1
[19] Cc1sc2ccccc2c1CNC[C@H]1O[C@@H](n2ccc(N)nc2=O)[C@H](O)[C@@H]1O
[20] CCOc1cc(C2NC(=O)NC(O)(C(F)(F)F)C2C(=O)c2ccccc2)ccc1OC (stereo not given)
[21] COc1ccc(/C=N/NC(=O)c2cc3c(OC)ccc(OC)c3[nH]2)cc1O
[22] Cn1cc([N+](=O)[O-])c(C(=O)Nc2ccc(C(=O)N3CCCCC3)cc2)n1
[23] COc1ccc(C2CC(=O)c3c([nH]c(C(=O)OCc4ccccc4)c3C)C2)cc1 (stereo not given)
[24] Cc1cc(C)c(S(=O)(=O)N2CCN(C(=O)N3CCCCC3)CC2)c(C)c1
screen / no.	17	18	19	20	21	22	23	24
TGFb SMAD3 inh	17%	-28%	-19%	7%	?	?	0%	-29%
S2 tox	i	i	i	i	i	i	i	i
ATXN2 expr inh	7%	3%	6%	3%	0%	15%	-14%	-25%
IL2 activator	1.1	3.6	-0.4	-2.7	-0.2	0.4	nt	0.6
EPAC2 ag	1%	8%	13%	11%	5%	1%	nt	16%
A549 viability	6%	0%	nt	12%	0%	-7%	-4%	9%
HepG2 viability	-3%	-12%	-5%	1%	-58%	8.9µM*	-1%	-20%
Nrf2 activator	0.1%	2.3%	-0.1%	0.7%	16%	?	-1.1%	2.2%
Nrf2 inh	11%	?	nt	-18%	17%	3%	?	-1%

[25] Cn1ncc(C#N)c1NC(=O)c1nn2cccnc2c1Cl
[26] O=C(NCCC(F)(F)F)C1Cc2c(-c3cccc(F)c3)ccnc2O1 (stereo not given)
[27] COc1ccc([C@@H]2C[C@H]3[C@@H](CN2S(=O)(=O)c2ccccc2)C(=O)C[C@@H](c2ccccc2)N3S(=O)(=O)c2ccc(C)cc2)cc1
[28] CC(C)CNS(=O)(=O)c1ccc(CCC(=O)N2CCOCC2)cc1
[29] CCC(C)(C(=O)NC1CCCCC1)N(C)C(=O)c1ccccn1 (stereo not given)
[30] CS(=O)(=O)Nc1ccc(-c2cn3cccnc3n2)cc1
[31] COc1ccc(OC)c(CN2CCN(C(=O)c3cc(S(=O)(=O)Nc4ccccc4OC)ccc3C)CC2)c1
[32] CC12CCC(C/C1=N/O)C2(C)C (stereo not given)
screen / no.	25	26	27	28	29	30	31	32
TGFb SMAD3 inh	-9%	10%	?	-12%	7%	0%	-2%	-5%
S2 tox	i	i	i	i	i	i	i	i
ATXN2 expr inh	-3%	17%	-6%	-9%	114%[activator]	nt	-8%	-4%
IL2 activator	0.9	0.2	-3.8	-1.6	-1.3	0.6	-1.2	-0.7
EPAC2 ag	11%	2%	16%	-5%	7%	3%	-8%	4%
A549 viability	-1%	nt	nt	4%	-6%	-1%	-4%	10%
HepG2 viability	-1%	0%	-7%	-8%	4%	9%	-29%	-23%
Nrf2 activator	4.1%	3.3%	2.9%	-1.0%	-0.7%	3.9%	4.9%	-1.4%
Nrf2 inh	8%	nt	nt	23%	nt	9%	?	0%

[33] CC(C)(C)N(Cc1ccccc1)C(=O)COC(=O)CN1C(=O)NC2(CCCC2)C1=O
[34] CC(C)CNC(=S)N(Cc1ccco1)Cc1cc2cc3c(cc2[nH]c1=O)OCCO3
[35] C=CCn1c(COc2ccccc2F)nnc1SCCN1C(=O)c2ccccc2C1=O
[36] CCc1nn(Cc2cccc(F)c2)c(=O)c2cc3cc(C)ccc3n12
[37] Cc1ccc(/C=N/n2cc(-c3ccccc3)[nH]c2=S)s1
[38] FC(F)(F)c1ccc(NCCc2ccccc2)nc1
[39] COc1ccc(C2/C(=C(\O)c3ccc4c(c3)OCCO4)C(=O)C(=O)N2Cc2cccnc2)cc1OC (stereo not given)
[40] CCOc1ccc(N2C(=O)/C(=C\c3ccc(OC)c(O)c3)S(=O)(=O)C2c2cccc([N+](=O)[O-])c2)cc1 (stereo not given)
screen / no.	33	34	35	36	37	38	39	40
TGFb SMAD3 inh	?	0%	2%	?	-13%	-26%	-1%	5%
S2 tox	?	i	?	i	i	i	i	nt
ATXN2 expr inh	-5%	-27%	-17%	-3%	9%	-2%	4%	-14%
IL2 activator	-0.7	-0.3	-5.0	nt	-0.7	0.2	-1.3	-3.1
EPAC2 ag	7%	-36%[inhibitor]	5%	nt	11%	-1%	2%	5%
A549 viability	-2%	-2%	-3%	6%	4%	-7%	-1%	-1%
HepG2 viability	-22%	-45%	4%	2%	-19%	-24%	-1%	4%
Nrf2 activator	-0.3%	0.0%	-0.3%	0.6%	19%	0.1%	-0.6%	2.8%
Nrf2 inh	-2%	-25%	nt	-3%	12%	?	9%	-8%

[41] O=S1(=O)N=C(N/N=C/c2ccc(Br)o2)c2ccccc21
[42] O=C(Nc1cccc(OCC(=O)N2CCOCC2)c1)c1cccc([N+](=O)[O-])c1
[43] CSc1ccc(S(=O)(=O)NCC(=O)OCC(=O)NCc2cccs2)cc1[N+](=O)[O-]
[44] Cc1[nH]ncc1N=Cc1ccc([N+](=O)[O-])cc1
[45] CNc1cc([N+](=O)[O-])ccc1OCc1ccccc1
[46] O=C(CCC1CCCCC1)NCc1cccnc1
screen / no.	41	42	43	44	45	46
TGFb SMAD3 inh	-1%	10%	-2%	-4%	1%	9%
S2 tox	i	i	i	i	i	i
ATXN2 expr inh	-17%	nt	9%	-2%	80%[activator]	9%
IL2 activator	-0.2	0.0	0.3	-3.3	-2.2	-2.6
EPAC2 ag	9%	3%	-4%	0%	18%	2%
A549 viability	1%	-3%	0%	-3%	0%	2%
HepG2 viability	-12%	18%	-1%	2%	-15%	0%
Nrf2 activator	3.8%	0.0%	0.0%	-1.6%	24%	-0.1%[9.22 µM]
Nrf2 inh	27%	-14%	5%	-3%	24%	12%

# Assay outcomes as filed in PubChem.
